SRC1 inh: inhibitors of human steroid receptor coactivator 1 (SRC1); HEK293 GAL4-SRC1 luciferase reporter, luminescence; inhibition, % at 3.6 µM; hit rate 0.12% among 360,000; AID 588354;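 active = inhibition above the campaign mean plus 3 SD, with each screening campaign given its own cutoff, cut at about 60% in these data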;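 note: 0% = DMSO treated cells and 100% = gossypol at 36 µM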
NCOA3 inh: human NCOA3 inhibition | Q9Y6Q9 | HEK293 GAL4-SRC3 luciferase reporter, luminescence | inhibition, % at 3.6 µM | hit rate 0.17% among 360,000 | AID 588352;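 active = inhibition above a per-campaign cutoff, the mean of all compounds plus 3 SD, cut at about 60% in these data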;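 note: 0% = DMSO-treated cells and 100% = gossypol-treated cells at 36 µM; higher means less SRC3-driven luciferase light from the GAL4 reporter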
TRAIL sens C8: caspase-8 TRAIL sensitization; NB7+C8 cells + TRAIL, ATPlite viability luminescence; inhibition (viability loss, TRAIL sensitization), % at 10 µM; AID 624354; hit rate 1% among 360,000;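 active = compounds causing at least 50% loss of cell viability in the single-dose screen, relative to plate controls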
NR5A2 inv ag: NR5A2 inverse agonism in reporter assay; AID 602396; hit rate 0.13% among 360,000; HEK293T StAR-luciferase reporter, LRH-1 transfected, 24 h; inhibition, % at 3.6 µM; O00482;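 active = inhibition above the mean inhibition of all tested compounds plus 3 SD, cut at about 73% in these data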;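 note: 0% = DMSO wells and 100% = reporter-only cells lacking LRH-1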
TWEAK Fn14 block: blocks TWEAK-Fn14 interaction in a reporter cell assay; TWEAK-stimulated Fn14 reporter cells, luciferase luminescence, 8 h; inhibition, % at 10 µM; hit rate 2% among 360,000; in the data active = inhibition above about 50%
TROY signal inh: TROY signaling inhibition. Q293 LMP1-TROYcd NF-kB luciferase reporter, 4 h. inhibition, % at 10 µM. hit rate 0.98% among 360,000;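 active = compounds whose plate-normalised and pattern-corrected inhibition of the luciferase reporter signal at the single screening dose is 50% or more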
NCOA2 inhibitor: human SRC2 (NCOA2) inhibition | hit rate 0.17% among 370,000 | HEK293 GAL4-SRC2 luciferase reporter, luminescence | Q15596 | inhibition, % at 9 µM;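 active = inhibition above the mean inhibition of all tested compounds plus 3 SD, set per campaign, cut at about 52% in these data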;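 note: 0% = DMSO treated cells and 100% = cells given Gossypol at 36 µM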
COUP-TFII inh: NR2F2 (human) inhibition, primary screen. hit rate 0.7% among 370,000. HEK293T NGFI-A luciferase reporter, luminescence. inhibition, % at 8.6 µM;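 active = inhibition above a per-plate cutoff, mean inhibition of test wells between control levels plus 3 SD, cut at about 38% in these data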;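 note: cells cotransfected with COUP-TFII expression vector driving the NGFI-A reporter; 0% = median of COUP-TF2 test wells and 100% = reporter-only cells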
Target sequence (P24468 whole entry, looked up): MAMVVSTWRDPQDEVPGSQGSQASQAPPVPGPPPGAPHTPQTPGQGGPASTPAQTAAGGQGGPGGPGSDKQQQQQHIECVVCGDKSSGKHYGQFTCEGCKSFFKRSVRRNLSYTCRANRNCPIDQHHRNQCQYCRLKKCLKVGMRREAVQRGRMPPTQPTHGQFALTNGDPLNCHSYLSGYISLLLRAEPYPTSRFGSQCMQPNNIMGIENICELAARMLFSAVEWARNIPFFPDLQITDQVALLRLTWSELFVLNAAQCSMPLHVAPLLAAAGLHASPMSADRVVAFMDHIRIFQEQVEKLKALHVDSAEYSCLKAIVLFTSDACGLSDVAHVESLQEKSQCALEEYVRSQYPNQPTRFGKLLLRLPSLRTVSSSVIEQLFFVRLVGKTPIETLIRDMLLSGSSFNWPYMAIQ
NOD2 RIPK2 PPI: blocks binding of human NOD2 to RIPK2; O43353; hit rate 0.38% among 360,000; inhibition, % at 4.98 µM; AID 624267; CHO BLA complementation NOD2-RIPK2, CCF4 ratio; in the data active = inhibition above about 21%;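 note: 0% = vehicle only and 100% = reference blocker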
Target sequence (O43353 whole entry, looked up): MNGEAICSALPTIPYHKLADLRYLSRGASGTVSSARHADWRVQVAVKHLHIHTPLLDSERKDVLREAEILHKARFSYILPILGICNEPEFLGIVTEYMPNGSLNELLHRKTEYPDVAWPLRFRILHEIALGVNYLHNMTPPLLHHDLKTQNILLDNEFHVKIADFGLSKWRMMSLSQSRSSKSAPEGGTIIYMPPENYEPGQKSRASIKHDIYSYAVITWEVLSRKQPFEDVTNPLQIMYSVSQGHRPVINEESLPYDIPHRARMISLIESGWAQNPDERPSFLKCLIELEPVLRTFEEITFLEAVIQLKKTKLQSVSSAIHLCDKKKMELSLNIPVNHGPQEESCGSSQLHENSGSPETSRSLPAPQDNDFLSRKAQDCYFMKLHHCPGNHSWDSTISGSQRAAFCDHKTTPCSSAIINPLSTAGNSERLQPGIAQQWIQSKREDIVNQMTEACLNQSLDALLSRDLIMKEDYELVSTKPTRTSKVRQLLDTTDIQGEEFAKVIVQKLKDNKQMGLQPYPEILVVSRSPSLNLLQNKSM
LMP1 NFkB inh: inhibitors of Epstein-Barr LMP1-induced NF-kappaB reporter. LMP1-induced NF-kappaB luciferase reporter cells, luminescence. hit rate 0.69% among 350,000. inhibition, % at 12.5 µM; in the data active = inhibition above about 41%;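 note: 0% = neutral control wells and 100% = reference inhibitor control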
TLR9-MyD88 inh: blocks human TLR9 binding to MyD88; Q9NR96+Q99836; CHO BLA complementation TLR9-MyD88, CCF4 FRET ratio; inhibition, % at 4.98 µM; hit rate 0.21% among 340,000; AID 504734;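 active = inhibition above the mean over all tested compounds plus 3 SD, cut at about 21% in these data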;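 note: 0% = DMSO only wells and 100% = clavulanate BLA inhibitor control wells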
Numbers without * were called inactive; · = not tested or not shown. The list is partial (hit frequency here may not be typical).

Each structure is followed by: SRC1 inh	NCOA3 inh	TRAIL sens C8	NR5A2 inv ag	TWEAK Fn14 block	TROY signal inh	NCOA2 inhibitor	COUP-TFII inh	NOD2 RIPK2 PPI	LMP1 NFkB inh	TLR9-MyD88 inh
CCCc1cc(=O)oc2c(C)c(OCC(=O)Nc3cccnc3)ccc12
  4	0	3	28	-11	16	-7	7	-4	3	-8
C(=N\NC1=Nc2cccc3cccc1c23)/c1cccnc1
  -57	-57	27	-64	13	-25	-47	-45	10	-11	-1
CC(C)(C)NC(=O)Nc1ccccc1C(N)=O
  -21	-16	-3	8	3	-2	-3	1	-3	5	-1
CN(CC(=O)NCc1cccnc1)S(=O)(=O)c1ccc(F)cc1
  13	-6	-1	22	11	-26	-14	-8	-6	-3	4
CCN(C(=O)c1cc2c(C)nc3ccccc3c2o1)c1cc(Cl)ccc1OC
  -45	15	12	14	28	13	-11	34	4	21	-8
Cc1nn(-c2ccccc2)c(Cl)c1/C=N/NC(=O)c1cccc(S(=O)(=O)N2CCCC2)c1
  -16	-2	23	-4	62*	7	-17	-3	-6	0	-6
CC(Cc1ccccn1)NC(=O)c1ccc(OC2CCN(Cc3ccccn3)CC2)cc1 (configuration not stated)
  -32	-4	-7	-20	39	20	-15	3	3	-7	-7
CCc1ccc(N2CC(C(=O)OCC(=O)NC3CCS(=O)(=O)C3)CC2=O)cc1 (configuration not stated)
  3	-6	8	10	-22	7	11	2	-2	-19	0
CC(=O)c1cccc(NC(=O)[C@@H](NC(N)=O)C(C)C)c1
  -1	12	-10	7	-4	-7	-4	13	-7	-11	9
Cn1ccnc1Sc1nnnn1-c1ccccc1
  16	0	-6	13	-7	0	-33	15	-15	-2	-2
COc1ccccc1C(=O)NCCC(=O)Nc1ccncc1
  -4	12	-7	-1	-2	-20	-13	2	-4	16	3
COCCCNC(=S)N1CCN(c2nc(-c3ccccc3)cs2)CC1
  -15	-8	1	-15	17	3	-8	13	-5	10	-4
NC(=S)N/N=C/c1ccc([N+](=O)[O-])cc1
  -5	10	3	59	1	-14	-8	1	-9	-9	-4
O=C(CSc1ncn[nH]1)NCCC(c1ccccc1)c1ccccc1
  9	9	-17	13	4	-8	5	4	-2	11	-4
CC(=O)c1cccc(-c2cnc3c(NC=O)cc(-c4cccc(C(=O)N(C)C)c4)cn23)c1
  -8	5	-10	-1	7	-8	-6	1	-5	·	·
COc1ccc(S(=O)(=O)N2CCN(Cc3ccccc3)CC2)cc1
  -14	8	-1	15	-19	11	4	-7	4	4	2
CCCS(=O)(=O)NC(=O)C1(C)CCN(C(=O)c2ccccc2Br)C1 (configuration not stated)
  -14	14	-13	9	0	2	·	·	-9	·	·
Cc1cc(OC(C)C(=O)NCCCn2ccnc2)c2c(C)cc(=O)oc2c1 (configuration not stated)
  -20	18	4	-4	-1	-28	7	-29	12	-4	-5
CC(=NNC(=O)Cn1ccc(C(F)(F)F)n1)c1ccc(-n2ccnc2)cc1
  -3	14	3	15	28	-9	-25	11	3	5	1
COc1ccc(N2CCN(C(=O)CNC(=O)c3nn(-c4ccc(OC)cc4)c(=O)c4ccccc34)CC2)cc1
  7	-13	2	8	-6	-5	24	8	-3	6	4
CCOC(=O)C1(C)NC(c2ccco2)C2C(=O)N(c3ccc(C)cc3)C(=O)C21 (configuration not stated)
  -58	13	-6	3	0	-8	19	-5	0	-2	-1
COc1cc(/C=N/NC(=O)CC(=O)NC2CCCCC2)ccc1O
  9	-7	-10	5	-28	-17	-4	-6	-1	7	-5
COc1ccc(-c2nc3ccc(Cl)cn3c2Cc2ccc(C)cc2)cc1OC
  -34	-12	1	-25	-16	-28	-15	-16	-11	·	·
NC(=O)c1c(NC(=O)C2c3ccccc3Oc3ccccc32)sc2c1CCCCC2
  14	-12	-3	1	6	6	16	18	-14	9	-9
CC(=O)N1CCN(c2nc(-c3ccco3)c3c(c2C#N)CC(C)(C)SC3)CC1
  6	-16	1	-3	12	-4	3	4	3	-1	-8
O=C(Nc1c(-c2ccccc2)nc2sccn12)c1ccccc1
  -2	9	1	9	-16	-30	1	23	-3	1	-2
Cc1cccc(NS(=O)(=O)c2ccc(C)c(C(N)=O)c2)c1
  -9	11	-2	12	-3	-19	·	·	7	5	1
Cc1ccc(NC(=S)N(CCN2CCCCC2)Cc2ccco2)cc1C
  3	8	3	17	16	11	6	-16	0	4	2
CCOC(=O)c1[nH]ncc1CN1CCc2ccc(NC(=O)C3CCCO3)cc2C1 (configuration not stated)
  -1	6	-13	-2	1	-7	-3	24	-13	-21	-6
O=C1CCCN1CCC(=O)N1CCCC(Nc2ccc(F)c(F)c2)C1 (configuration not stated)
  2	0	-21	-3	19	-20	-16	9	4	-11	-7
O=C(COC(=O)c1ccc(O)cc1O)Nc1nnc(-c2ccccc2)o1
  -3	8	-8	-16	-1	-11	-21	-2	-2	-5	4
CSc1nc2nc(-c3cccs3)cc(C(F)(F)F)c2c(=O)[nH]1
  5	-3	-12	5	27	-12	7	-16	-10	-3	0
Cc1cc2c(c(N3CCOCC3)n1)C(=O)OC2
  0	7	-6	9	11	16	13	-3	-7	-6	-2
Fc1ccc(NC(=S)N/N=C/c2cccc(Br)c2)c(F)c1
  -16	-31	4	-19	-10	-71	-35	-20	-1	-4	11
CC(OC(=O)c1cc2sccc2n1C)C(=O)NCCc1ccccc1 (configuration not stated)
  11	-6	-6	-31	-12	-37	0	8	13	-11	11
COCC(=O)Nc1sc2c(c1C(=O)OC)C(C(=O)OC)CC2 (configuration not stated)
  18	7	-9	13	10	5	9	9	-2	-4	-5
O=C(CCc1nc2sc3c(c2c(=O)[nH]1)CCCC3)NCC(=O)Nc1ccccc1Br
  -2	-10	0	8	-6	5	5	-21	-17	8	2
Cc1ccc(C)c(NS(=O)(=O)c2ccc(OCC(=O)NCc3cccnc3)cc2)c1
  7	4	-4	3	5	17	19	4	-9	-3	-6
CC1CCCN(S(=O)(=O)c2ccc3c(c2)C(C)(C)C(=O)N3C)C1 (configuration not stated)
  7	10	1	-23	-3	-1	·	·	-8	-7	1
CCC(=O)c1cn(CC(=O)Nc2ccc(C)cc2C)c2ccccc12
  6	3	-21	-9	-18	-4	-8	-4	-3	6	-8
CC(=NNC(=S)N1CCCC1)c1ccccn1
  43	34	7	28	-7	-31	-35	15	4	57*	-3
Cc1ccc2nsnc2c1S(=O)(=O)N(Cc1ccco1)Cc1cc2ccc(C)c(C)c2[nH]c1=O
  -1	-99	18	5	7	-3	-6	14	-1	-3	-6
CCC(C)NC(=O)CSc1nc2ccccc2c(=O)n1CCCC(=O)NCC1CCCO1 (configuration not stated)
  -16	3	15	4	12	5	-4	5	2	-4	1
CCOc1ccc(C(=O)N[C@H](C(=O)N2CCN(c3ncccn3)CC2)C(C)C)cc1
  6	2	-1	7	-7	15	-33	-1	-7	0	-3
Cc1ccc(S(=O)(=O)NCc2nc(-c3ccccc3)no2)cc1
  8	17	-9	-15	10	-2	-17	0	-1	3	-10
C=C(C)Cn1c(CCNC(=O)c2ccco2)nc2ccccc21
  -4	5	1	4	5	5	-21	1	-12	0	-9
O=C(OCC(=O)N1CCN(C(=O)c2ccco2)CC1)c1sc2ccccc2c1Cl
  13	-4	-5	-5	-10	-4	-8	-7	3	9	-7
CCOC(=O)c1cc2c(=O)c3ccccc3oc2nc1C
  -81	-52	11	-53	25	-55	-63	2	-3	-16	-7
COC(=O)c1cc(C(=O)OC)cc(-n2c(C)cc(C=O)c2C)c1
  1	12	-9	3	-15	10	2	-11	-6	4	-15
COC(=O)c1cccc(-n2nnnc2SCC(=O)Nc2cc(C)on2)c1
  3	12	7	8	17	22	-7	9	1	1	6

Fetched by structure from the list above, 2 records:
Each structure is followed by: SRC1 inh	NCOA3 inh	TRAIL sens C8	NR5A2 inv ag	TWEAK Fn14 block	TROY signal inh	NCOA2 inhibitor	COUP-TFII inh	NOD2 RIPK2 PPI	LMP1 NFkB inh	TLR9-MyD88 inh
CCOC(=O)c1cc2c(=O)c3ccccc3oc2nc1C
  -81	-52	11	-53	25	-55	-63	2	-3	-16	-7
COC(=O)c1cc(C(=O)OC)cc(-n2c(C)cc(C=O)c2C)c1
  1	12	-9	3	-15	10	2	-11	-6	4	-15

Next part
Each structure is followed by: SRC1 inh	NCOA3 inh	TRAIL sens C8	NR5A2 inv ag	TWEAK Fn14 block	TROY signal inh	NCOA2 inhibitor	COUP-TFII inh	NOD2 RIPK2 PPI	LMP1 NFkB inh	TLR9-MyD88 inh
COc1cccc(/C=N/NC(=O)c2cc3c(OC)cccc3[nH]2)c1O
  33	48	53*	18	8	9	-18	15	-12	7	6
COc1ccc(Cl)cc1NC(=O)CN1C(=O)NC2(CCCC2)C1=O
  3	2	4	15	12	-10	-4	12	-11	6	0
Cc1cc(C)c2nc(-c3ccncc3)cc(C(=O)N3CCN(Cc4ccccc4Cl)CC3)c2c1
  -30	-8	25	-9	7	8	13	7	9	-3	-2
Cc1ccc(/C=C/C(=O)O)cc1S(=O)(=O)N1CCCCC1
  -8	5	7	5	-11	-17	9	-10	-1	-6	5
O=C(c1ccc(CS(=O)c2cccc(Cl)c2)o1)N1CCN(c2ccccn2)CC1 (configuration not stated)
  4	-6	22	-9	11	0	15	16	3	3	2
Cc1cccc(C)c1N1C(=O)C(Cl)=C(N2CCCC2)C1=O
  3	5	-11	6	7	6	-15	-15	-1	1	5
O=C(N/N=C/c1ccc(O)c(O)c1)C1CC1
  -29	17	18	-24	11	10	-2	2	5	·	·
COc1ccc2c(c1)sc(=N)n2CC(=O)Nc1cc(C)cc(C)c1
  -14	24	0	-8	-6	-1	0	-23	-6	0	0
CCOc1c(Br)ccc2c1sc1nc[nH]c(=O)c12
  23	18	-8	-3	13	19	9	-1	-14	5	-4
O=C(c1cc(-c2ccncc2)nc2ccccc12)N1CCOCC1
  -16	-18	-6	13	-9	13	-15	9	0	2	3
O=C(O)c1cnn(-c2ccccc2)c1-c1ccncc1
  8	-9	-8	2	-2	2	-15	-5	1	-5	6
Cc1[nH]c(=O)[nH]c(=O)c1S(=O)(=O)Nc1ccc(F)c(Cl)c1
  -39	4	8	28	12	-6	-15	-3	-11	3	-3
Cn1c2ccccc2c2c(=O)oc3ccccc3c21
  -18	-17	2	-38	-83	-80	-45	-44	-2	-30	-8
O=C(CSc1ccc([N+](=O)[O-])cc1)c1ccccc1
  -16	-24	-6	9	4	-43	-25	-25	-10	-1	-6
S=c1[nH]nc(-c2ccccn2)n1/N=C/c1ccc(Cl)c(Cl)c1
  1	-1	-8	6	19	1	-9	-1	-7	·	·
CC(C)Cn1c(N)c(C(=O)COC(=O)c2ccc(Cl)cc2)c(=O)n(C)c1=O
  -3	11	19	0	10	23	31	20	4	1	-9
COCCn1c(SCC(=O)Nc2cc(OC)ccc2OC)nc2c(c1=O)SC(C)C2 (configuration not stated)
  -11	16	0	-7	-12	11	20	14	0	2	2
CCOC(=O)c1ccc(NC(=O)c2nc[nH]c2C(=O)NCCNC(=O)c2[nH]cnc2C(=O)Nc2ccc(C(=O)OCC)cc2)cc1
  -3	9	92*	-9	6	3	-25	-1	0	4	6
OC(CNCCc1ccc(C(F)(F)F)cc1)COc1cccc2ccccc12 (configuration not stated)
  -34	7	18	3	4	5	-20	-1	1	0	5
